# CRFBP-R2 agonist: agonists of human CRF-binding protein/CRF-R2 receptor complex. HEK293 CRF-R2/CRF-BP, calcium dye fluorescence (FLIPR); percent of saturating CRF peptide response. activation, % at 13.2 µM. actives 0.46% (n = 350,000);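 active means activation of at least 50%, plus an integration ratio under a set limit after plate pattern correction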;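 further: plate controls were neutral control wells without compound for no effect and CRF at EC100 for full effect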
# MEKK3 PB1 HTS: modulators (inhibitors or enhancers) of MEK5 binding to human MEKK3 PB1 domain; actives 1.4% (n = 290,000); binding response (% of control), % at 10 µM; Q99759; bead-based flow cytometry, Alexa488-MEK5 binding to MEKK3; actives lie on both sides; 0 = blocked by unlabeled MEK5, 100 = vehicle;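 active means binding response more than 3 SD above or below the average of its plate-row segment, actives on both sides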;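 further: Alexa488 bead fluorescence after subtracting the streptavidin-only scavenger bead signal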
# Target sequence (Q99759 whole entry, looked up, the tested form may be a part): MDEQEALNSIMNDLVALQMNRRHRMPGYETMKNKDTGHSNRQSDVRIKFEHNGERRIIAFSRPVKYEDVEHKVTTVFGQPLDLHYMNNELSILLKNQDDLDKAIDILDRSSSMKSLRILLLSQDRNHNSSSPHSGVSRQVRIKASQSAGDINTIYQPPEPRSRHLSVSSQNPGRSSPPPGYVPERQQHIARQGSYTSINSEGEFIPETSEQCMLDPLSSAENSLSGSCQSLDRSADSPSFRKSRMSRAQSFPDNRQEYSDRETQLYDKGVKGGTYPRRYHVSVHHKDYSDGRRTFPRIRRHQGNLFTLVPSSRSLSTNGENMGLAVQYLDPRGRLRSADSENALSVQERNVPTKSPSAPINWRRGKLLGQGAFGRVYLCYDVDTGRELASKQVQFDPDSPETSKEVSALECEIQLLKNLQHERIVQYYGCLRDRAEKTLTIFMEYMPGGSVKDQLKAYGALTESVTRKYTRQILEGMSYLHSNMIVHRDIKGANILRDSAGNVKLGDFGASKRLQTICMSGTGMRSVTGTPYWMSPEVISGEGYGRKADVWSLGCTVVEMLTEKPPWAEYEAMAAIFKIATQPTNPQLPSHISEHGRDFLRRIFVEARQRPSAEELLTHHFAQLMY
# MEKK2mut PB1 HTS: signal of MEK5 binding to mutant human MEKK2 PB1 domain; actives 0.35% (n = 290,000); bead flow cytometry, Alexa488-MEK5 binding to MEKK2 mutant; percent response, % at 10 µM; AID 1530; in the data active means percent response above about 24%, passing the limit was not always enough; further: inactives centre near 1; some results filed as inactive read as strong as hits
# CRFBP-R2 block: blocks CRF-induced signaling of the CRF-BP/CRF-R2 complex. inhibition, % at 11.8 µM. HEK293 CRF-R2/CRF-BP, CRF-induced calcium fluorescence. AID 588475. actives 0.59% (n = 350,000);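 active means inhibition of the ligand-induced calcium signal above about 50% at the single tested concentration, limit read from the data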
# SUMO HTRF inh: blocks human SUMOylation mediated by UBC9; P63279; HTRF SUMOylation assay, SAE1/SAE2 + UBC9, in vitro; inhibition, % at 35 µM; actives 0.36% (n = 290,000); in the data active means inhibition above about 50%, passing the limit was not always enough; further: strong numbers were not always called active
# Target sequence (P63279 whole entry, looked up): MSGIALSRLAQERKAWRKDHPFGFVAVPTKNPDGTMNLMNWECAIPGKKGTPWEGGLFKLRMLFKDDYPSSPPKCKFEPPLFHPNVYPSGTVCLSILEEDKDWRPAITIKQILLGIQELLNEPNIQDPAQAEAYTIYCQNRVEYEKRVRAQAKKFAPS
# FID counter: counter-screen for HCV NS3 helicase inhibitors: DNA intercalator displacement; AID 1845; inhibition, % at 7.9 µM; actives 0.17% (n = 290,000); DNA fluorescent intercalator displacement, fluorescence; in the data active means inhibition above about 37%;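 further: 0% = vehicle and 100% = reference compound; higher means more ethidium bromide displaced from hairpin DNA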
# MEKK2wt PB1 HTS: raises or lowers MEK5 binding to wildtype human MEKK2 PB1 domain. actives 1.1% (n = 290,000). binding response (% of control), % at 10 µM. bead flow cytometry, Alexa488-MEK5 binding to MEKK2 WT; actives lie on both sides; in the data active means binding response below about 67% or above about 130%
# GalR3 antagonist: blocks the human galanin receptor 3. O60755. actives 0.44% (n = 360,000). AID 651719. inhibition, % at 3 µM. HEK293 GalR3-CNG cAMP membrane potential fluorescence; galR3 body fused to GalR1 C-terminus;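 active means inhibition above the screen-wide average plus 3 SD, cut at about 13% in these data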;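 further: forskolin and galanin both at EC90 stimulate the cells; cAMP rise reported by CNG channel membrane potential dye signal; 0% = forskolin plus galanin with DMSO and 100% = forskolin alone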
# Target sequence (O60755 1-299 limits assumed): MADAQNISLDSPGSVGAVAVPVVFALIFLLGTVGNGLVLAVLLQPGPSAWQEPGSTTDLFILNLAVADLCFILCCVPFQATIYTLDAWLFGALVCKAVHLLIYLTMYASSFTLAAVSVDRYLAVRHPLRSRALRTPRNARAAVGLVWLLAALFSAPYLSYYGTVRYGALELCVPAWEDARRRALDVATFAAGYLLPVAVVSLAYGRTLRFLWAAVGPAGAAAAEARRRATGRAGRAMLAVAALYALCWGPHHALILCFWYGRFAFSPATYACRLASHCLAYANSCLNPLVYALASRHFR
# NS3 helicase inh: blocks Hepatitis C virus NS3 helicase unwinding; NS3 helicase DNA unwinding, Cy5 molecular beacon fluorescence; inhibition, % at 10.9 µM; actives 0.56% (n = 290,000);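 active means inhibition above the mean of all tested compounds plus 3 SD, set per campaign, cut at about 35% in these data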;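 further: 0% = DMSO wells and 100% = thioflavine S control wells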
#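 System: Hepatitis C virus NS3 helicase domain fragment enzyme | Reagent: Annealed dual-labelled DNA beacon duplex, ATP-started | Compound dosing: 10.9 µM single point, 0.8% DMSO | Incubation: 1 h reaction at 25 °C, ATP-initiated | Technique: Cy5 fluorescence | Evaluation: Percent inhibition from t60/t0 fluorescence ratio | Benchmarks: Low DMSO, high thioflavine S at 110 µM | Replication: Singlicate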
# Starred values were filed as active, the others as inactive; · = not tested or not shown; [ ] = remark or other dose. Only part of the results is shown, so the mix of outcomes need not match the whole.
SMILES,CRFBP-R2 agonist,MEKK3 PB1 HTS,MEKK2mut PB1 HTS,CRFBP-R2 block,SUMO HTRF inh,FID counter,MEKK2wt PB1 HTS,GalR3 antagonist,NS3 helicase inh
COc1ccc(OC)c(NS(=O)(=O)c2ccc3c(c2)CCC(=O)N3)c1,0.4,107,8,5,-13,-4,110,-3,9
O=C(COc1ccccc1)N1CCN(S(=O)(=O)c2cccs2)CC1,3.7,95,2,16,-4,-6,95,-3,1
CCOc1ccc(NC(=O)C2CCN(C(=O)C3CC(=O)N(c4ccc(C)cc4)C3)CC2)cc1 (centres undefined),0.0,103,11,3,13,-38,104,-2,2
Cc1cc(SCc2ccc(Cl)c(Cl)c2)nc(=O)[nH]1,-0.6,100,-3,-5,13,-25,101,-6,0
CCC(=O)Nc1cccc(-n2nnnc2SCC(=O)NCc2ccco2)c1,-1.2,102,7,10,6,1,101,-3,1
NCCCC[C@@H]1NC(=O)[C@H](CCC(=O)O)NC(=O)c2cc([N+](=O)[O-])cc(I)c2NCC[C@@H](C(N)=O)NC1=O,-1.0,97,2,1,-7,-5,94,·,4
N/C(COc1ncn(-c2ccccc2)n1)=N\S(=O)(=O)c1ccccc1,0.0,99,4,1,-1,-9,100,-3,12
CCn1cc(C(=O)NC(=S)Nc2ccccc2Br)cn1,0.4,102,7,-16,-4,-15,109,-1,3
Cc1ccc(CNC(=O)C2CCC(=O)N2C2CCCCC2)cc1 (centres undefined),1.3,102,5,-11,15,-3,102,-4,-1
COC(=O)Cn1c(=O)c(=O)n(CC(=O)OC)c2ccccc21,0.1,99,-8,25,20,2,94,1,-7
CN(C)CCNc1c2c(nc3ccccc13)CCC2,1.4,105,9,3,2,45*,113,-10,2
O=C1NCCn2ccc(=O)cc21,0.3,102,-2,9,18,-1,98,-3,-6
O=C(NCCc1ccccc1)C(c1ccncc1)N(C(=O)c1csnn1)C1CC1 (centres undefined),-1.2,102,-3,0,-13,-1,99,-4,-20
O=C(/C=C/c1ccc([N+](=O)[O-])s1)N1CCCCC1,0.2,103,5,0,15,-2,104,-8,15
NNC(=S)Nc1cc(S(=O)(=O)N2CCOCC2)ccc1N1CCOCC1,2.9,101,5,-4,23,-9,102,8,3
CCn1cc(C(=O)O)c(=O)c2cc(F)c(N3CCN(C(=S)NC(=O)c4ccccc4C)CC3)cc21,0.7,90,-23,-4,18,-5,91,-2,-10
COc1ccc(S(=O)(=O)NCCc2nnc3ccc(SCC(=O)Nc4nc(C)cs4)nn23)cc1,1.8,102,1,6,24,-7,100,-2,-7
O=C(NCc1ccccc1)C(c1c(F)cccc1Cl)N(C(=O)c1csnn1)C1CC1 (centres undefined),-4.2,98,-3,1,3,-25,93,-10,-8
CCCCn1c(=O)[nH]c(=O)c2c1nc(-c1ccccc1OC(F)F)n2C,1.4,100,-1,0,-30,-17,100,-10,-6
CC(=O)Oc1ccccc1/C=C/c1nc2ccccc2c(=O)o1,-0.7,96,-1,-4,11,-28,98,-11,18
O=C(Nc1ccc(-n2nncc2-c2ccco2)cc1)c1cc2ccccc2oc1=O,0.9,91,-1,-16,·,-1,96,·,17
O=C(Nc1ccc(Cl)c(Cl)c1)N(CCCN1CCOCC1)Cc1cccnc1,-0.5,107,-2,-10,15,3,108,-8,-3
CC(C)(CCl)C(=O)Nc1ccnc(-c2ccncc2)n1,0.6,112,-2,-3,-1,1,105,-3,8
Cn1c(CN2CCC(C(N)=O)CC2)c(C#N)c2ccccc21,0.7,78,3,-11,4,-2,88,-6,2
Cc1ccc(S(=O)(=O)N2CCC(=O)N(C(COCc3cccc(C(F)(F)F)c3)C(C)C)CC2)cc1 (centres undefined),3.1,71,1,-9,7,-45,84,·,-16

# Looked up one by one from the entries so far, four records:
SMILES,CRFBP-R2 agonist,MEKK3 PB1 HTS,MEKK2mut PB1 HTS,CRFBP-R2 block,SUMO HTRF inh,FID counter,MEKK2wt PB1 HTS,GalR3 antagonist,NS3 helicase inh
NNC(=S)Nc1cc(S(=O)(=O)N2CCOCC2)ccc1N1CCOCC1,2.9,101,5,-4,23,-9,102,8,3
O=C1NCCn2ccc(=O)cc21,0.3,102,-2,9,18,-1,98,-3,-6
O=C(NCCc1ccccc1)C(c1ccncc1)N(C(=O)c1csnn1)C1CC1 (centres undefined),-1.2,102,-3,0,-13,-1,99,-4,-20
O=C(/C=C/c1ccc([N+](=O)[O-])s1)N1CCCCC1,0.2,103,5,0,15,-2,104,-8,15

# (list continues)
SMILES,CRFBP-R2 agonist,MEKK3 PB1 HTS,MEKK2mut PB1 HTS,CRFBP-R2 block,SUMO HTRF inh,FID counter,MEKK2wt PB1 HTS,GalR3 antagonist,NS3 helicase inh
O=C(Nc1cccnc1)c1ccc(-c2ccc(Cl)cc2)o1,-0.9,103,-4,57*,25,-11,99,-6,4
CCC(=O)Oc1ccc(C/C(=N\O)c2ccc(O)cc2O)o1,-2.7,91,-6,49,7,-6,86,1,17
O=C(NCc1ccccc1)c1ccc(-c2ccc(F)cc2)o1,0.9,104,5,21,17,-17,102,-1,-10
Cc1cc(C)cc(CC(CC(=O)Nc2ccc(Cl)cc2)C(=O)O)c1 (centres undefined),-1.9,102,9,0,-1,-34,106,-9,20
Cc1cc(=O)[nH]c(SCC(=O)Nc2ccc(C)c(S(=O)(=O)N3CCCCC3)c2)n1,0.5,109,-2,-6,20,-22,105,5,12
CC(C)Cc1nc(N2CCN(C(=O)c3ccccc3)CC2)c(C#N)c2c1CCC2,0.3,96,-9,14,-10,-16,93,-5,4
O=C(COC(=O)CCC(=O)c1ccc(F)cc1)Nc1ccccc1,1.9,·,·,7,4,-9,·,-4,0
Oc1ccc(/C=N/n2c3ccccc3c3ccccc32)cc1,0.1,98,-1,-2,5,1,98,0,-2
Cc1ccc2c(ccc[n+]2CC(=O)c2ccccc2)c1,8.6,94,-7,-2,4,-1,62,-9,-6
S=c1[nH]nc(-c2ccccc2Cl)n1Cc1ccccc1,-0.9,108,3,18,-4,-9,102,-6,1
CC(NC(=O)c1ccc(N2CCCC2)c([N+](=O)[O-])c1)c1ccc(S(N)(=O)=O)cc1 (centres undefined),-0.5,95,2,5,-1,-6,100,-2,-3
COc1cc(-c2nc(-c3ccncc3)no2)cc(OC)c1OC,0.6,1.0*[inhibitor],-39,-5,1,-2,-3.0*[inhibitor],-4,-10
O=C(Nc1nc(-c2cc3ccccc3o2)cs1)c1ccc(S(=O)(=O)N2CCCC2)cc1,5.1,107,1,-9,19,-1,106,-4,0
c1csc(-c2ccc3ccccc3n2)c1,0.1,·,·,9,9,3,·,2,3
Cc1nc(N)c(C#N)c(-c2cccnc2)c1-c1ccccc1,-0.9,108,9,-15,9,-16,109,-8,-9
COc1ccc(-c2nnc(SCc3c(C)noc3C)o2)cc1,-1.6,96,-5,-3,4,-27,94,-1,-2
Cc1cccc(NC(=S)NNC(=O)c2cc3c(s2)CCC(C)C3)c1C (centres undefined),-1.6,94,-2,-22,-80,-29,91,-9,12
Cc1c(OCC(=O)NCC(O)c2ccccc2)ccc2c3c(c(=O)oc12)CCCC3 (centres undefined),-0.5,103,11,-24,8,-35,101,7,-6
Clc1ccccc1C1=Nn2c(nnc2-c2ccncc2)SC1,-1.5,·,·,-11,-27,-15,·,-2,-2
COCCCNC(=O)Cn1cnc2sc(C)c(S(=O)(=O)N3CC(C)CC(C)C3)c2c1=O (centres undefined),-0.3,98,-1,5,8,-16,98,·,2
CCCCN(CC)CCCNC(=O)c1cc2c(=O)[nH]c3ccccc3c2s1,1.3,104,11,-13,20,9,115,-11,-10
Cc1ccc(C)c(Cc2c(C)nc(C)[nH]c2=O)c1,-8.3,105,-2,-1,-13,2,110,-2,-3
COCC(C)N=Cc1c(O)[nH]c2ccccc12 (centres undefined),0.1,93,8,14,-7,0,108,-2,-1
Nc1ccn(Cc2ccccc2F)n1,0.1,83,-14,6,-14,-16,72,-5,0
Nc1nnc(SCC(=O)OCC(=O)Nc2ccccc2)s1,-1.3,89,-10,6,19,1,89,-1,-33

# More results
SMILES,CRFBP-R2 agonist,MEKK3 PB1 HTS,MEKK2mut PB1 HTS,CRFBP-R2 block,SUMO HTRF inh,FID counter,MEKK2wt PB1 HTS,GalR3 antagonist,NS3 helicase inh
CCOC(=O)C1(Cc2cccc(OC)c2)CCCN(C(=O)CSC)C1 (centres undefined),-1.8,108,8,22,·,-34,106,-12,16
O=C(Nc1ccc(NC(=O)c2ccccc2)nc1)c1ccncc1,-0.2,99,-5,3,10,1,97,-3,4
O=C(Nc1ccc(S(=O)(=O)N2CCOCC2)cc1)c1ccc(CN2CCc3ccccc3C2)cc1,2.0,107,7,-13,-14,3,111,·,-9
CCOc1cc(C(=O)Nc2nnc(C)s2)cc(OCC)c1OCC,-2.0,109,10,-50,20,-25,113,·,3
CCOC(=O)CSc1nnc(CNC(=O)c2ccc(OC)cc2)n1-c1ccc(OC)cc1,-0.5,100,-1,0,16,-40,99,0,5
C=CCNC(=S)N1CCN(c2ccccc2Cl)CC1,-1.3,91,10,5,26,-9,82,-2,-3
COc1ccc(OC)c(NC(=O)c2ccno2)c1,-2.1,98,5,4,17,-6,103,-1,9
Cc1cc(=O)[nH]c2c1c(=O)[nH]n2C1CC(C)N(C)CC1C (centres undefined),-0.9,102,4,-14,-1,2,104,0,1
CCCc1nc(C)c2c(=O)[nH]c(-c3cc(S(=O)(=O)N4CCN(CC)CC4)ccc3OCC)nn12,-0.1,100,3,-18,·,·,105,·,·
COc1ccc(OCC(O)CON2C(=O)c3ccccc3C2=O)cc1 (centres undefined),0.0,105,4,27,8,0,106,-2,-12
COc1ccc(NC(=S)Nc2cc(S(=O)(=O)N3CCCCC3)ccc2OC)cc1,·,100,-1,·,9,-3,100,·,8
O=C(NCc1ccccn1)c1ccc(Cl)s1,-0.9,101,0,11,18,0,98,-2,-4
COc1cc2c(cc1NC(=O)COc1ccc3ccccc3c1)oc1ccccc12,18,84,-6,-46,2,-2,80,10,-6
O=C(c1cccnc1NCc1ccc(F)cc1)N1CCOCC1,2.8,109,9,-3,26,-6,110,2,-3
CCOc1ccccc1NC(=O)c1oc2ccccc2c1NC(=O)C1CC1,0.8,98,-3,0,7,-6,99,-3,-15
O=C(CCNC(=O)C1CCN(S(=O)(=O)c2ccc(F)cc2)CC1)Nc1nccs1,1.1,103,0,-1,·,-13,101,-6,2
O=C(O)C1CCN(S(=O)(=O)c2ccc(Oc3ccccc3)cc2)CC1,0.6,94,-3,0,2,-37,96,-1,9
CC1(C(=O)O)COC(c2ccc(Cl)cc2)OC1 (centres undefined),-0.4,97,0,-4,10,-1,96,-5,9
CCOc1cc(/C=N/n2cnnc2)ccc1OCC(=O)Nc1ccccc1OC,-0.5,105,1,1,-21,-3,107,-2,7
CN(CCC1CCCCO1)C(=O)CCc1nnc(Cc2c[nH]c3ccccc23)o1 (centres undefined),-0.7,94,1,1,3,-31,96,-1,1
CC(=O)c1cccc(CN2CCN(CC(C)C)C(CCO)C2)c1 (centres undefined),-1.2,89,-9,16,15,3,90,-1,-6
CCOC(=O)N/N=C/c1ccc(F)cc1,-5.2,98,4,-5,11,0,98,-7,1
CCCCNC(=O)/C(C#N)=C/c1ccc(F)cc1F,0.2,101,-4,-27,6,-2,100,-4,-5
COc1cc(C2C(S(=O)(=O)c3ccccc3)CON2C)ccc1OCc1ccc(F)cc1 (centres undefined),0.3,103,4,-2,4,-15,105,-5,3
O=C(CSc1nnnn1C1CCCCC1)Nc1ccc(F)cc1,-1.1,96,-12,5,8,-4,94,-2,-13

# High-throughput results (PubChem BioAssay)
